# PLC-beta3 inh = human PLC-beta3 inhibitors, primary screen, biochemical, fluorescence; 1-phosphatidylinositol 4,5-bisphosphate phosphodiesterase beta-3 (Homo sapiens), Q01970; Purified PLC-beta3, fluorogenic substrate; inhibition, % at 12.2 µM; hit rate 0.18% among 370,000; AID 720704, 2013; in the data active = inhibition above about 11%;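 also: 0% = median of compound wells on plate and 100% = full blocker control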
# PLCg1 inh = PLC-gamma1 enzyme inhibitors, primary screen, biochemical, fluorescence, purified enzyme. fluorogenic substrate. inhibition, % at 12.2 µM. hit rate 0.84% among 370,000. AID 720700, 2013; in the data active = inhibition above about 9.5%
# hgDAF-12 ag = H. glycines DAF-12 receptor agonists, primary screen, cell-based, luminescence, HEK293, GAL4 fusion, UAS-luciferase; Nuclear hormone receptor DAF-12 (Heterodera glycines), GAL4 fusion; HEK293 GAL4-hgDAF12 UAS-luciferase reporter, agonist luminescence; normalized to butyrate control; activation, % at 6.8 µM; hit rate 1.8% among 370,000;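 active = activation above a cutoff set at the mean of all screened compounds plus 3 SD, cut at about 10% in these data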;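 also: 0% = DMSO wells and 100% = sodium butyrate wells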
# ADAM17 inh = ADAM17 inhibitors, primary screen, biochemical, QFRET. recombinant ADAM17, EDANS/DABCYL FRET peptide cleavage. inhibition, % at 6.95 µM. hit rate 0.83% among 370,000;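 active = inhibition above the mean of compounds lying between control limits plus 3 SD, set per campaign, cut at about 8.5% in these data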;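 also: 0% = DMSO-only wells as the low control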
# Target sequence (P78536 215-824 limits assumed): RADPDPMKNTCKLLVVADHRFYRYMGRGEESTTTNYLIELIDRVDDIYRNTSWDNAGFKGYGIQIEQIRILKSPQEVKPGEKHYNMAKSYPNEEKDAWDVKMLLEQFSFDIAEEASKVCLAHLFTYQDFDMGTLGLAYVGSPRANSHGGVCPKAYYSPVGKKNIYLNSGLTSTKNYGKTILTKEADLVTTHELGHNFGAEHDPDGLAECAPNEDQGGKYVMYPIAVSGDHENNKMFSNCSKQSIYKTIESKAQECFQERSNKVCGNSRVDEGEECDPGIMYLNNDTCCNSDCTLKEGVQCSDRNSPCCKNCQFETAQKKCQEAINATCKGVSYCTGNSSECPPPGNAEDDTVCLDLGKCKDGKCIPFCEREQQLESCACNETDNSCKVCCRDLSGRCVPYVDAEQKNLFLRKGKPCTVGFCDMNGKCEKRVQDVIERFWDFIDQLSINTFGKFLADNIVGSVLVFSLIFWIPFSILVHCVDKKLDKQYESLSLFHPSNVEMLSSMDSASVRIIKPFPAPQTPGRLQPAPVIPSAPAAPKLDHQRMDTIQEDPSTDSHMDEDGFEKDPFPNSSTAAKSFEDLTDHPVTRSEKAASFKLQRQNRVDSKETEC
# sPLA2-III inh = human group III sPLA2 inhibitors, primary screen, biochemical, QFRET, BODIPY PC-A2 liposome substrate | hit rate 0.56% among 370,000 | inhibition, % at 12.2 µM | QFRET BODIPY PC-A2 liposome hydrolysis, fluorescence;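 active = inhibition above mean plus 3 SD of compounds lying within the high and low control bounds, cut at about 19% in these data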;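 also: 0% = median of test compound wells and 100% = no enzyme DMSO wells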
# ssDAF-12 act = S. stercoralis DAF-12 nuclear receptor activators, primary screen, cell-based, luminescence, HEK293, GRIP1 co-expression, lit1-tk-luc; Nuclear hormone receptor DAF-12 (Strongyloides stercoralis); HEK293 ssDAF-12/GRIP1 lit1-tk-luc reporter; % of 3 µM dafachronic acid response; activation, % at 6.8 µM; hit rate 1% among 370,000; AID 652126, 2013;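 active = activation above the mean over all tested compounds plus 3 SD, cut at about 0.9% in these data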;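 also: 0% = DMSO-only wells and 100% = 3 µM delta7-dafachronic acid wells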
# DAX1 inh-1 = DAX1 (NR0B1) inhibitors on StAR promoter, primary screen, cell-based, luminescence, SF-1 (NR5A1), full-length DAX-1 | HEK293T StAR-luciferase reporter, SF-1/DAX-1 repression relief | inhibition, % at 6.8 µM | hit rate 1.1% among 370,000 | AID 652010, 2013;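 active = inhibition above the mean over all tested compounds plus 3 SD, cut at about 3.6% in these data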;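 also: 0% = DAX-1 cells with DMSO and 100% = cells lacking DAX-1 with DMSO; higher inhibition means more luminescence from relief of DAX-1 repression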
# DAX1 inh-2 = DAX1 (NR0B1) inhibitors, primary screen, cell-based, HEK293, Gal4-DAX1, luciferase luminescence; AID 504766, 2011; Nuclear receptor subfamily 0 group B member 1 (Homo sapiens), P51843; hit rate 0.99% among 340,000; inhibition, % at 6.75 µM; HEK293 Gal4-DAX1 luciferase reporter;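 active = inhibition above the mean over all tested compounds plus 3 SD, cut at about 4.2% in these data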;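 also: 0% = DAX1-transfected cells with DMSO and 100% = empty-vector control cells with DMSO; inhibition shows as a rise in luminescence from relieved DAX1 repression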
# Target sequence (P51843 207-470 limits assumed): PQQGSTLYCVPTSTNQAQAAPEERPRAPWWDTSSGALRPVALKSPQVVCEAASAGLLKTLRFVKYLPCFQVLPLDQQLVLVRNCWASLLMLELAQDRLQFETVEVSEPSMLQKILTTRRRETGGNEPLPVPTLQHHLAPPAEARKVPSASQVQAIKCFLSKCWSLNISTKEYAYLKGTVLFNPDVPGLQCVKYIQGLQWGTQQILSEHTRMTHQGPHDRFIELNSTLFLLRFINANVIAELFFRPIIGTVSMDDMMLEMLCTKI
# hcDAF12 agonist = H. contortus DAF-12 nuclear receptor activators, primary screen, cell-based, luminescence, HEK293, lit1-tk-luc reporter | HEK293 hcDAF-12 lit1-tk-luc reporter; 0% DMSO, 100% Δ7-dafachronic acid | AID 652067, 2013 | hit rate 1.4% among 370,000 | activation, % at 6.8 µM;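 active = activation above the mean of all tested compounds plus 3 SD, cut at about 5.5% in these data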;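 also: 100% = response to 3 µM Δ7-dafachronic acid high control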
# ADAM10 inh = human ADAM10 inhibitors, primary screen, biochemical, QFRET, HTS | Disintegrin and metalloproteinase domain-containing protein 10 (Homo sapiens), O14672 | recombinant ADAM10, EDANS/DABCYL FRET peptide cleavage, 3 h | inhibition, % at 7 µM | hit rate 0.62% among 370,000 | AID 720582, 2013;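 active = inhibition above a per-campaign cutoff equal to the mean of compounds falling between control-based bounds plus 3 SD, cut at about 20% in these data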;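 also: 0% = DMSO wells while the 100% control is not disclosed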
# FXN GAA850 act = FXN promoter activators, primary screen, cell-based, luciferase luminescence, HEK293 lucGAA850; HEK293 lucGAA850 FXN promoter luciferase reporter, 24 h; percent of 10 µM SAHA response; activation, % at 6 µM; hit rate 0.56% among 360,000; AID 540364, 2011;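 active = activation above the average of all compounds screened plus 3 SD, cutoff fixed separately per campaign, cut at about 7.5% in these data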;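 also: 0% = DMSO wells and 100% = 10 µM SAHA wells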
# An asterisk follows results filed as active; i = inactive; nt = no result given.
SMILES,PLC-beta3 inh,PLCg1 inh,hgDAF-12 ag,ADAM17 inh,sPLA2-III inh,ssDAF-12 act,DAX1 inh-1,DAX1 inh-2,hcDAF12 agonist,ADAM10 inh,FXN GAA850 act
Cc1cc(C)cc(-n2ccnc2SCC(=O)Nc2ccc3c(c2)OCCO3)c1,-1,3,-2.9,1,-8,-1.4,-1.1,-0.8,-2.9,17,0.8
CCN(CC)S(=O)(=O)c1cc(NC(=O)c2cc([N+](=O)[O-])ccc2N2CCOCC2)ccc1C,-5,1,1.6,2,-5,-1.0,-0.2,-0.1,-1.8,3,-4.7
CSc1nccc(NC(=O)c2cccc(Br)c2)n1,-1,3,-1.5,2,2,-1.4,-0.6,-0.8,-2.8,-1,2.7
O=C(NCCCN1CCOCC1)c1cc(-c2ccc(F)cc2)on1,2,1,10,-5,2,-0.7,0.5,1.2,0.3,6,9.9*
Cc1cc(-c2nnc(SCC(=O)NC3CC3)n2C(C)C)cs1,3,3,1.3,-3,4,-1.4,0.6,-0.6,-0.7,2,1.0
O=C1NC(=S)NC1(c1ccccc1)c1ccccc1,-1,-2,2.2,-3,15,-0.9,1.5,1.7,-0.1,-5,-0.3
COc1ccc(CCNC(=O)C2=CCN(S(=O)(=O)c3ccc(F)cc3)CC2)cc1OC,-8,0,0.0,-2,3,-1.4,-0.5,0.4,0.0,2,1.5
COc1ccc(C(=O)OCC(=O)Nc2ccc(N3CCOCC3)cc2)cc1OC,-4,-2,1.7,-1,-1,-0.9,-2.2,0.1,0.7,-3,-1.4
O=C1c2ccccc2-c2c1c1ccccc1c(=O)n2-c1ccccc1,-5,2,-2.5,-4,18,-0.7,0.2,0.5,0.5,-23,2.0
CCOC(=O)N1CCN(C(=O)c2cccn3c(=O)c4cc(Cl)ccc4nc23)CC1,i,-380,0.7,-72,8,-1.0,-0.1,0.0,0.0,-256,-1.1
Cc1cccc2c(=O)c(C(=O)NCCc3ccccc3)c[nH]c12,-6,2,-0.2,-1,-14,-1.2,0.0,-0.6,0.4,-4,2.2
CCn1c(NC(=O)c2ccc(COc3ccc(C)cc3[N+](=O)[O-])o2)nc2ccccc21,2,-2,-3.0,0,1,-1.0,0.2,1.0,-0.8,3,4.2
COC(=O)C1CN(Cc2cn(Cc3ccccc3)nn2)CCS(=O)(=O)N1Cc1ccc(Cl)cc1 (stereo unspecified),0,0,-1.5,0,-10,-1.9,-0.5,nt,-2.2,1,nt
CCN(CC)CP(=O)(c1ccccc1)c1ccccc1,0,4,-1.1,2,3,-0.4,-0.8,-0.3,-0.3,0,-0.3
N#Cc1ccc(C23OCCN2CCn2c3c3ccccc3[n+]2[O-])cc1 (stereo unspecified),-103,-72,0.2,-31,9,-0.1,-0.6,1.2,2.4,-96,-1.3
COc1ccc(Cl)cc1S(=O)(=O)N(C)CC(=O)N1CCCC1,0,2,-0.1,-2,5,-1.3,0.1,-0.1,0.9,3,1.5
COc1ccccc1OCc1ccc(C(=O)Nc2ccccc2)cc1,-6,5,9.2,0,9,-1.1,-0.3,0.8,-1.2,-15,1.3
CC(=O)NC(Cc1ccc(C)cc1)C(=O)NC1CCN(S(=O)(=O)c2ccccc2)CC1 (stereo unspecified),-3,1,-0.7,-1,-4,-1.2,-0.2,-0.1,-0.6,-1,-1.3
O=C(Nc1ccc(OC(F)(F)F)cc1)c1ccccc1-n1cnnn1,0,4,-0.1,1,2,-1.2,-0.2,0.5,-0.6,1,1.2
CC1(c2ccccc2Br)NC(=O)N(CC(=O)NC2CCCCC2)C1=O (stereo unspecified),-2,3,-1.6,0,-6,-1.4,-1.9,-0.7,-2.0,-1,1.0
CCCOc1ccc(-c2nnc(-c3ccncc3)o2)cc1,-44,-35,11*,-6,-3,-0.8,1.3,3.2,1.4,-31,1.4
CC(CC(=O)N(C)C1CCCCC1)S(=O)(=O)c1ccc2c(c1)NC(=O)CO2 (stereo unspecified),-3,3,-0.1,0,-6,-0.1,-0.2,1.4,-0.7,-4,0.0
O=C(NCC1CC1)c1ccc2c3n(nc2c1)-c1ccccc1CO3,-88,-80,14*,-54,7,0.7,3.1,-1.5,4.2,-219,3.3
O=S(=O)(Nc1cccnc1)c1cccc(C(F)(F)F)c1,3,1,-0.6,-2,-3,-1.8,-0.3,0.1,-0.8,-5,-0.6

# Quoted from the listing.
# CC(=O)NC(Cc1ccc(C)cc1)C(=O)NC1CCN(S(=O)(=O)c2ccccc2)CC1 (stereo unspecified) in hcDAF12 agonist has -0.6
# CCN(CC)CP(=O)(c1ccccc1)c1ccccc1 in FXN GAA850 act has -0.3

# More records:
SMILES,PLC-beta3 inh,PLCg1 inh,hgDAF-12 ag,ADAM17 inh,sPLA2-III inh,ssDAF-12 act,DAX1 inh-1,DAX1 inh-2,hcDAF12 agonist,ADAM10 inh,FXN GAA850 act
CC(C)Oc1ccc(C(=O)NCCCNC(=O)c2cccnc2)cc1,-4,-3,0.1,-6,7,-0.9,1.0,0.8,-1.5,-9,1.7
Cn1c(SC/C=C/c2ccccc2)nnc1-c1ccco1,0,0,0.0,-2,-8,-1.3,-0.3,0.0,-2.8,-1,-0.1
O=C1OCCC1Sc1nc2cc(Cl)ccc2n1Cc1ccccc1 (stereo unspecified),-3,4,-0.6,4,-31,-1.2,0.1,0.0,-0.6,-2,1.7
Cc1ccc(CNC(=O)C23CN(Cc4ccccc4)CC2C(c2ccc([N+](=O)[O-])cc2)=NO3)o1 (stereo unspecified),4,1,0.0,4,-7,-1.7,-1.2,-0.9,0.3,6,-1.3
Cc1cc(Cl)ccc1Oc1ncc(-c2ccc(Cl)cc2)cn1,2,1,0.6,-3,6,0.0,0.1,0.3,1.7,4,-0.9
CCCCn1c(SCC(=O)OC)nc2c1c(=O)n(C)c(=O)n2C,0,0,-1.5,-2,4,-1.1,0.0,1.5,1.5,4,2.7
OCCNc1nc(NCc2ccccc2)c2ccccc2n1,-14,-6,-2.6,-36,1,-2.3,-0.3,-2.0,-3.1,-87,0.5
Cc1cc(C)n(C(=O)Cn2nc(C)c(Cl)c2C)n1,-4,-2,-2.0,-4,4,-1.9,-0.1,4.5*,0.2,5,1.1
Cc1[nH]c2ccccc2c1SCC(=O)N1CCCCCC1,-7,-2,-0.2,-7,-3,-1.5,-0.3,0.2,-0.5,-13,-1.1
COc1ccccc1NC(=O)C1CCCN(S(=O)(=O)c2cnc[nH]2)C1 (stereo unspecified),-1,0,1.1,0,-2,-0.8,0.5,2.9,0.5,-9,0.4
CS(=O)(=O)N1CCN(c2ccc(Cl)cc2[N+](=O)[O-])CC1,-1,3,0.0,0,12,-0.8,-0.5,0.2,-0.3,-8,3.2
C=C(C)CSc1nc2c(c(=O)[nH]c(=O)n2C)n1Cc1ccccc1,2,2,-5.0,1,-2,-1.4,-0.9,-1.0,-3.5,-3,2.9
CCOC(=O)c1c(NC(=O)/C=C/c2ccco2)sc(C)c1C,-6,-8,0.0,-7,1,-0.6,0.7,-0.3,-1.3,-11,2.0
CCOc1ccc(OCCC(=O)OCC(=O)NCc2ccccc2)cc1,-8,2,-2.4,3,6,-1.2,0.3,0.8,2.5,3,1.2
O=C(Nc1cccc(C(=O)N2CCN(c3ccc(F)cc3)CC2)c1)c1ccccc1,-1,0,-5.2,-5,-1,-1.6,0.3,-0.8,-0.9,-5,-0.8
Cc1[nH]n(-c2ccccc2)c(=O)c1N=Nc1ccccc1C(=O)N1CCCCC1,-3,3,-3.7,-1,-5,-0.9,-0.2,-1.5,-0.2,3,0.6
CCNC(=S)N1C2CCC1CC(NC(=O)NC1CCCCC1)C2 (stereo unspecified),0,-1,1.2,-2,0,-1.5,-0.4,-0.5,-0.2,1,-1.8
O=C(c1cccs1)n1nc(-c2ccccc2)nc1NCc1ccc(F)cc1,0,1,-0.2,-2,0,-1.6,-0.1,4.0,-1.5,-3,0.7
Cc1ccc(/C=c2\sc3n(c2=O)CN(c2ccc(Br)cc2)CN=3)o1,-25,-21,4.0,-3,-6,-1.0,1.2,-1.0,-0.7,-7,-0.8

# Molecules listed so far with fluorine:
SMILES,PLC-beta3 inh,PLCg1 inh,hgDAF-12 ag,ADAM17 inh,sPLA2-III inh,ssDAF-12 act,DAX1 inh-1,DAX1 inh-2,hcDAF12 agonist,ADAM10 inh,FXN GAA850 act
O=C(NCCCN1CCOCC1)c1cc(-c2ccc(F)cc2)on1,2,1,10,-5,2,-0.7,0.5,1.2,0.3,6,9.9*
COc1ccc(CCNC(=O)C2=CCN(S(=O)(=O)c3ccc(F)cc3)CC2)cc1OC,-8,0,0.0,-2,3,-1.4,-0.5,0.4,0.0,2,1.5
O=C(Nc1ccc(OC(F)(F)F)cc1)c1ccccc1-n1cnnn1,0,4,-0.1,1,2,-1.2,-0.2,0.5,-0.6,1,1.2
O=S(=O)(Nc1cccnc1)c1cccc(C(F)(F)F)c1,3,1,-0.6,-2,-3,-1.8,-0.3,0.1,-0.8,-5,-0.6
O=C(Nc1cccc(C(=O)N2CCN(c3ccc(F)cc3)CC2)c1)c1ccccc1,-1,0,-5.2,-5,-1,-1.6,0.3,-0.8,-0.9,-5,-0.8
O=C(c1cccs1)n1nc(-c2ccccc2)nc1NCc1ccc(F)cc1,0,1,-0.2,-2,0,-1.6,-0.1,4.0,-1.5,-3,0.7

# Screens as filed in PubChem BioAssay.
